proCasp7 act: counter-screen: procaspase-7 (human) activation | recombinant procaspase-7, Ac-DEVD-pNA absorbance 405 nm; D23A/D198A/D206A triple mutant, cannot self-cleave; scale: DMSO 0, 5 µM enzyme 100 | 330,000 tested, 0.093% active | AID 463210 | activation, % at 8.5 µM;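 active means percent activation above the screen-wide mean plus 3 SD, cut at about 25% in these data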
Target sequence (P55210 whole entry D23A/D198A/D206A): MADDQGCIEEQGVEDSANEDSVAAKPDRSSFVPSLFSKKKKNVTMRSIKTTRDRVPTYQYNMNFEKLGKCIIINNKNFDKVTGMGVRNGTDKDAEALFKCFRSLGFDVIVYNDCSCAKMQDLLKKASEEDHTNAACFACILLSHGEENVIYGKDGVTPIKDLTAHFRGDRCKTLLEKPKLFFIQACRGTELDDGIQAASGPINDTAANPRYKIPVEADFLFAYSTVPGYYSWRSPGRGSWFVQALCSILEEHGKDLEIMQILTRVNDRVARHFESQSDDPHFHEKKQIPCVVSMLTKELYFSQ
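Assay system: Uncleavable procaspase-7 mutant enzyme | Input: 2 µM procaspase-7 mutant as dispensed | Timing: 1 h compound preincubation, 2 h substrate cleavage, 25 °C | Repeats: One well per compound | Control set: DMSO wells as 0%, DMSO with 5 µM added PC-7 as 100% | Technique: Epi-absorbance of released pNA at 405 nm, two timepoints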
CTSL1 counter: blocks F. hepatica cathepsin L1 in PFM18AAP counter-screen | recombinant F. hepatica cathepsin L1, Z-Leu-Arg-MCA fluorescence | inhibition, % at 5.96 µM | 300,000 tested, 0.49% active | AID 1906;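 active means inhibition above the mean of all tested compounds plus 3 SD, set per screening campaign, cut at about 17% in these data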;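 further: 0% = plate median of test compound wells and 100% = 1 µM Z-Phe-Ala-diazomethylketone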
PP1 counter: blocks human PP1-alpha phosphatase, a PP5 counter-screen | inhibition, % at 6.7 µM | purified PP1alpha, OMFP fluorescence | 320,000 tested, 0.9% active;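 active means inhibition above the mean inhibition of all tested compounds plus 3 SD, computed separately for each screening campaign, cut at about 15% in these data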
Target sequence (P62136 whole entry, looked up): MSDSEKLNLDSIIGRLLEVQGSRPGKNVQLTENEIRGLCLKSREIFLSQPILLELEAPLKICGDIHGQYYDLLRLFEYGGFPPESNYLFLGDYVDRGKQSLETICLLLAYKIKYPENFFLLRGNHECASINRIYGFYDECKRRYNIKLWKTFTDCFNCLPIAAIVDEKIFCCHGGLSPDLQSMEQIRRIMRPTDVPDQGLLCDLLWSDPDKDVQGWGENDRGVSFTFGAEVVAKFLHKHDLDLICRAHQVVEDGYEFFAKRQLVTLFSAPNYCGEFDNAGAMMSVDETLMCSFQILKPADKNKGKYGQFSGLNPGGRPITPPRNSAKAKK
AHR activator: human AHR activation. P35869. AHR-responsive luciferase reporter cells, luminescence. activation, % at 5 µM. 320,000 tested, 2.5% active; in the data active means activation above about 47%;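 further: 0% = vehicle wells and 100% = reference agonist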
TPT1 inhibitor: inhibitors of Candida albicans tRNA 2'-phosphotransferase TPT1. recombinant caTPT1, FP RNA substrate dephosphorylation. inhibition, % at 5 µM. AID 1962. 300,000 tested, 0.81% active;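 active means inhibition above the mean of all tested compounds plus 3 SD, set per screening campaign, cut at about 24% in these data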;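 further: plate controls were DMSO alone for no effect and ferristatin control at 100 nM for full effect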
core dimer inh: HCV core protein dimerization inhibition; TR-FRET GST/Flag-core106 dimerization, 1536-well; inhibition, % at 5 µM; 300,000 tested, 0.33% active;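 active means inhibition above the mean of all tested compounds plus 3 SD, set per screening campaign, cut at about 45% in these data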
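test system = GST/Flag-tagged HCV core106 proteins | probe or stimulus = Eu donor and XL665 acceptor anti-tag antibodies | times = compound-protein-antibody incubation 4 h at 22.5 °C | signal = TR-FRET, excitation 340 nm, emission 617 and 671 nm | measure = percent inhibition of core106 dimerization signal | controls = wells lacking GST-core106 and wells with excess unlabelled core106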
procasp3 activ: procaspase-3 (human) activation; recombinant procaspase-3 D3A, Ac-DEVD-pNA absorbance 405 nm; activation, % at 8.5 µM; 330,000 tested, 0.11% active;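 active means activation above the mean of all tested compounds plus 3 SD, cut at about 21% in these data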;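 further: 0% = DMSO alone and 100% = DMSO wells spiked with extra 5 µM PC-3 D3A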
Target sequence (P42574 whole entry D9A/D28A/D175A): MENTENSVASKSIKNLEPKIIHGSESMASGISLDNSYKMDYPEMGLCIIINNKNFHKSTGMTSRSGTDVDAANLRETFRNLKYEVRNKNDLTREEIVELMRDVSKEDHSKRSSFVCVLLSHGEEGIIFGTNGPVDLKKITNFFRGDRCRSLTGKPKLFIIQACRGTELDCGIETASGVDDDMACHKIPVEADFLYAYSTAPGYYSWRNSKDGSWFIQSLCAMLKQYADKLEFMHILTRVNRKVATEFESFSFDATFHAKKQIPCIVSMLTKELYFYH
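Test system: Procaspase-3 D3A mutant; medium: Zinc-free HEPES/NaCl buffer with 0.01% Triton X-100 at pH 7.4; reagent: DEVD-pNA substrate; doses: one concentration, 8.5 µM nominal, 0.8% DMSO; times: 1 h preincubation plus 2 h reaction at 25 °C; signal: Epi-absorbance at 405 nm of released p-nitroaniline, 0 and 120 min; replicates: singlicate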
PP5 inh: inhibitors of human protein phosphatase 5 (PP5). purified PP5c, OMFP substrate fluorescence. inhibition, % at 6.7 µM. P53041. AID 1987. 320,000 tested, 0.18% active;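 active means inhibition above the campaign's mean inhibition across all tested compounds plus 3 SD, cut at about 9.5% in these data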;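 further: 0% = DMSO only and 100% = 100 µM cantharidin control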
PAFAH2 FP inh: inhibitors of human PAFAH2. AID 492956. 340,000 tested, 0.99% active. inhibition, % at 3.39 µM. recombinant PAFAH2, FP-rhodamine activity probe, fluorescence polarization;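 active means inhibition above the mean over all tested compounds plus 3 SD, cut at about 30% in these data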;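 further: inhibitors block probe labeling of enzyme so polarization drops; 0% = enzyme with DMSO and 100% = wells lacking PAFAH2 protein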
* marks the source's active call; other numbers are inactive results; nt = no result given.

SMILES	proCasp7 act	CTSL1 counter	PP1 counter	AHR activator	TPT1 inhibitor	core dimer inh	procasp3 activ	PP5 inh	PAFAH2 FP inh
CCN1CCN(c2cc(C)c3cc(NC(=S)N4CCN(c5ccc(F)cc5)CC4)ccc3n2)CC1	-3.5	-0.2	-6.5	7.8	1.2	2.0	-3.5	0.9	-4.7
COc1cc(OC)c(NC(=O)CCNS(=O)(=O)c2ccc3c(c2)oc(=O)n3C)cc1Cl	-2.6	-0.5	-5.6	0.9	-0.5	1.7	9.0	-1.8	6.1
COc1ccccc1NS(=O)(=O)c1cc(N)ccc1N1CCCCC1	-22.0	5.7	-0.8	-1.1	-5.2	7.7	-9.7	1.7	-4.7
COc1ccc(CCNCCC(=O)Nc2c(C)cc(C)cc2C)cc1OC	1.8	-3.9	-0.7	3.6	2.3	-9.4	-2.5	-1.8	1.2
COc1ccccc1NC(=O)c1ccc(COc2ccc3c(c2)CCC3)cc1	2.5	-0.9	-2.9	2.6	2.5	0.8	-4.5	0.6	-4.0
COc1ccccc1N1CCN(C(=O)C(=O)N/N=C/c2cccc(O)c2)CC1	5.9	1.1	-2.4	0.6	-3.8	-0.8	4.0	1.4	5.8
C=CCSc1nnc(NC(=O)c2ccc(NC(C)=O)cc2)s1	-0.1	-0.5	-4.2	3.4	-0.8	-1.5	13.3	-2.2	-9.3
O=C(c1cnc2sccn2c1=O)N1CCN(c2ccccc2Cl)CC1	-7.8	-5.5	-4.6	17.3	-2.1	-2.4	-7.4	-1.6	-1.5
O=C(NC1CCN(Cc2ccccc2)CC1)C1COc2ccccc2O1 (stereo unspecified)	7.2	0.9	-0.3	1.1	0.8	-1.5	1.5	-0.8	-1.3
Oc1c(N=Nc2ccccn2)ccc2ccccc12	-4.8	3.0	11.5	67.8*	2.5	-53.0	-3.3	2.0	2.7
CCOc1ccc(NC(=O)c2cnc3scc(C)n3c2=O)cc1	-11.9	-3.2	0.0	89.7*	1.1	9.8	-7.5	1.8	9.7
CCOc1ccc(S(=O)(=O)N(CC)CC)cc1NC(=O)CSCc1c(C)noc1C	-5.4	-16.2	2.4	2.3	1.7	-0.3	4.3	1.5	3.1
Cc1cccc(NC(=O)CN2CCN(C(=O)c3oc4c(Cl)cccc4c3C)CC2)c1C	-4.7	nt	-0.4	36.7	nt	nt	3.5	4.8	4.6
CC(C)(C)OC(=O)[C@H](Cc1ccccc1)NC(=O)c1nc[nH]c1C(=O)N1CCN(C(=O)OC(C)(C)C)CC1	-2.6	3.0	-5.8	0.1	-2.4	10.9	3.4	1.6	3.7
COc1ccc(NC(=O)c2c(C(F)(F)F)nn(C)c2SCc2ccccc2)cc1	1.9	1.2	1.0	4.3	2.3	2.1	1.8	3.6	7.2
CN(CC(=O)O)S(=O)(=O)c1cc(Cl)ccc1Cl	4.6	-8.8	-2.7	0.7	1.7	-2.5	4.7	0.3	-2.9
COC(=O)c1ccc(Cn2nc(C)c(Br)c2C)cc1	6.2	-15.1	1.1	-0.7	-2.9	-11.7	-5.5	0.3	9.3
CCOC(=O)CNC(=O)C12CC3CC(CC(C3)C1)C2	-1.0	-5.3	-6.6	-2.7	-0.1	-0.8	0.0	-0.2	4.4
O=C(O)COCC(=O)N1CCCN(c2nccc(C(F)(F)F)n2)CC1	4.6	1.8	-0.1	1.3	0.9	1.5	4.0	0.9	5.9
COc1ccc(C2=NN(C(=O)CSc3nnc(C)n3C)C(c3ccco3)C2)cc1 (stereo unspecified)	-1.1	-5.6	-1.7	2.2	-3.5	4.6	0.9	0.6	3.5
NC(=O)c1nn(-c2ccc(Cl)cc2Cl)c(=O)cc1O	-1.9	11.8	-3.1	-2.1	-2.3	-1.6	-2.8	-10.8	1.9
COC(=O)[C@H](Cc1ccccc1)NC(=O)NCCc1ccc(F)cc1	6.0	-3.8	-6.1	0.1	-1.1	15.8	-3.5	2.4	nt
CC(C)CC(=O)N1CCC(N2CCN(c3ccccc3)CC2)CC1	6.3	0.1	-0.3	2.3	0.8	-1.3	-13.5	1.7	5.4
Cc1cc(=O)nc2c3ccccc3n(CC(=O)NCCC3=CCCCC3)n12	-14.7	-1.7	-0.7	16.8	-0.9	7.7	0.0	1.7	2.4
O=C(CCc1nnc2ccc(N3CCCC3)nn12)Nc1ccc(F)cc1F	6.1	2.3	-3.1	-0.7	-3.2	-8.8	6.8	-1.4	0.4
(next part)
SMILES	proCasp7 act	CTSL1 counter	PP1 counter	AHR activator	TPT1 inhibitor	core dimer inh	procasp3 activ	PP5 inh	PAFAH2 FP inh
COc1ccc(-c2cc(C(=O)N(C)Cc3ccccc3)no2)cc1OC	-9.3	3.3	-0.6	-7.7	-1.0	-3.0	3.6	1.4	-0.7
CC(C)(C)C(=O)NC(=S)Nc1ccccc1C(N)=O	1.4	0.3	-0.2	2.2	5.4	-1.3	-6.7	0.2	-4.7
O=C1/C(=C/c2cccnc2)SC(=S)N1c1ccccc1	-14.2	1.2	-3.1	2.5	1.0	11.3	3.3	1.3	2.9
O=C(Nc1cccc(F)c1)Nc1cccc(Cl)c1	0.1	1.5	-4.0	8.2	-0.2	6.5	-4.1	4.6	-10.9
COc1ccc(-n2nc3c(c2NC(=O)C2CCCC2)CS(=O)C3)cc1 (stereo unspecified)	9.0	-0.9	-5.6	2.5	-3.5	2.3	9.9	1.5	-4.8
COc1ccccc1NC(=O)Nc1cccc(C(=O)O)c1	0.9	2.0	0.8	2.8	-4.3	-1.7	3.2	1.3	0.0
Cc1ccc(-c2onc3ccc(Cl)cc23)cc1	3.5	-3.8	-3.0	24.6	-1.8	0.5	-3.9	1.2	5.6
CCOc1cccc(NC(=O)C(Cc2cccs2)c2nn[nH]n2)c1 (stereo unspecified)	-1.2	1.1	2.5	-2.3	-1.5	0.4	-4.3	4.2	-0.9
O=C1NC2(CCCCC2)C(=O)N1c1ccc(Cl)cc1	6.3	5.7	1.5	1.6	-0.6	1.9	-7.4	-0.5	2.8
Nc1c(C(=O)c2ccc(Cl)cc2)sc2nc3c(cc12)CCC3	7.5	5.5	2.2	53.2*	3.2	-13.2	-2.4	1.8	4.2
Nc1cc(OC(=O)c2c(F)cccc2Cl)nn1S(=O)(=O)c1ccccc1	-16.8	-0.3	-0.1	-0.2	2.1	-1.8	-17.7	-0.6	8.7
CC(=O)c1c(C)nn(CC(O)COc2ccc3ccccc3c2)c1C (stereo unspecified)	-4.2	0.0	7.9	0.3	0.5	1.6	-0.7	0.6	0.8
O=C(NC(=S)NC(c1ccccc1)c1ccncc1)c1ccccc1 (stereo unspecified)	3.3	0.3	5.6	24.7	-0.3	-4.2	-6.9	4.5	-1.3
S=C1NC2=C(CCC/C2=C\c2ccccc2)C(c2ccccc2)N1 (stereo unspecified)	-28.3	-1.9	-16.1	4.1	2.7	15.8	-22.3	-0.4	-5.6
O=C1CN(C(=O)c2cc3ccccc3oc2=O)C(c2ccc(F)cc2)c2cc(F)ccc2N1 (stereo unspecified)	9.6	-4.9	-1.6	-3.8	-0.8	0.5	3.8	0.4	-0.8
CNc1nc(SC)nc2ccsc12	6.5	-3.6	-1.2	-0.2	-2.3	-3.2	9.3	1.2	-1.3
CC[C@H](C)C(N)c1cn(C(CCCN=C(N)N)C(=O)N2CCNCC2)nn1 (stereo partly specified)	10.0	1.4	4.0	2.6	0.8	-7.8	-0.5	0.7	-4.5
CCOC(=O)c1cc(C#N)c(SCC(N)=O)[nH]c1=O	2.1	0.5	5.7	-0.9	31.9*	-2.1	-10.1	1.1	9.2
CCCS(=O)(=O)N1CCN(C(=O)c2ccco2)CC1	-2.1	-1.5	-0.7	-1.4	-8.4	-4.1	-2.5	-1.1	1.6
COc1cc(C=O)ccc1OCc1c(C)noc1C	4.6	3.7	-1.5	0.0	1.5	0.7	0.7	-0.3	5.2
CC1=NN(c2ccc(C)cc2C)C(=O)C1C(c1ccccc1O)C1C(=O)N(c2ccc(C)cc2C)N=C1C (stereo unspecified)	-14.4	-3.9	-5.3	6.5	0.5	4.7	-9.5	0.8	8.7
CN(CC(=O)NCCc1ccc(Cl)cc1)S(=O)(=O)c1ccc2c(c1)c(=O)n(C)c(=O)n2C	-1.9	-3.9	-8.6	3.6	0.8	4.8	-2.9	2.3	-0.7
Cc1occc1C(=O)N/N=C/C=C/c1ccc(N(C)C)cc1	-7.0	2.4	-0.4	19.0	14.5	-20.4	-5.1	-0.5	-2.4
CCn1cc(C(=O)NCc2ccco2)c(=O)c2ccc(C)nc21	2.7	1.4	-2.5	5.6	-2.1	-0.6	-3.8	-1.9	-7.3
CCC(=O)Nc1cccc(C(=O)c2ccccc2)c1	-3.7	-2.3	9.0	-3.4	-3.6	-1.8	-2.5	1.4	2.1

Ordered by the number under PP5 inh (largest number first): some entries from above.
| mol | PP5 inh |
| --- | --- |
| CN(CC(=O)NCCc1ccc(Cl)cc1)S(=O)(=O)c1ccc2c(c1)c(=O)n(C)c(=O)n2C | 2.3 |
| Cc1ccc(-c2onc3ccc(Cl)cc23)cc1 | 1.2 |
| O=C1NC2(CCCCC2)C(=O)N1c1ccc(Cl)cc1 | -0.5 |

Next part.
SMILES	proCasp7 act	CTSL1 counter	PP1 counter	AHR activator	TPT1 inhibitor	core dimer inh	procasp3 activ	PP5 inh	PAFAH2 FP inh
Cc1ccc(NC(=O)[C@H](C)NC(=O)C2CCN(C(=O)[C@@H](N)C(C)C)CC2)cc1	3.2	-7.7	-2.8	5.2	-1.4	0.3	0.2	-0.4	-7.1
CC(NC(=O)c1cccs1)c1ccc2c(c1)OCO2 (stereo unspecified)	4.9	-4.0	-11.0	2.4	-4.1	1.1	-9.2	2.0	-2.8
CCC(C)NC(=O)CSc1ccc(S(=O)(=O)N(C)C2CCCCC2)cn1 (stereo unspecified)	-4.5	nt	nt	2.2	nt	nt	2.7	nt	-2.0
CC(=O)c1sc(Nc2nc3ccc(F)cc3s2)nc1C	-38.0	2.5	-0.8	65.4*	4.4	18.4	-66.6	4.5	10.2
CCn1c(=S)sc2c(=O)n(CC(=O)Nc3ccc(OC)c(Cl)c3)c(C)nc21	8.9	0.4	3.5	1.2	-3.0	4.0	5.3	2.0	-3.1
Cc1cc(NC(=O)c2cccc(S(=O)(=O)N3CCCC3)c2)no1	-5.0	11.6	1.8	2.2	-1.4	3.0	4.1	-0.1	4.4
CNc1ccc(SC#N)cc1	-15.8	-2.4	-0.2	2.5	-2.7	-11.6	-8.0	3.0	-1.1
CC(C)c1ccc(-c2nc(N3CCCCC3)[nH]c(=O)c2C#N)cc1	13.7	-0.1	0.7	-1.4	-1.4	11.4	1.8	2.2	0.3
COC(=O)C1CCN(C(=O)c2ccc3oc(Cc4ccc(Cl)cc4)nc3c2)CC1	-1.4	-4.1	-2.3	3.0	-2.1	5.9	-0.4	1.3	-2.2

TPT1 inhibitor: hit marks shown above.
Structure	AHR activator	TPT1 inhibitor	core dimer inh	procasp3 activ	PP5 inh	PAFAH2 FP inh
CCOC(=O)c1cc(C#N)c(SCC(N)=O)[nH]c1=O	-0.9	31.9*	-2.1	-10.1	1.1	9.2

High-throughput results as filed in PubChem BioAssay.
